From PubChem BioAssay
OPRM1-OPRD1 inv – mu-delta opioid heterodimer inverse agonism | inhibition, % at 9.3 µM | AID 504357 | cell-based MOR-DOR heterodimer luminescence | P35372+P41143 | 340,000 compounds, 0.21% hits; in the data active = inhibition above about 22%, passing the limit was not always enough;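 note: 0% = cells with DMSO and 100% = wells without cells with DMSO; values of inactives mirror those of a sister screen read the other way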
Target sequence (P35372 whole entry, looked up): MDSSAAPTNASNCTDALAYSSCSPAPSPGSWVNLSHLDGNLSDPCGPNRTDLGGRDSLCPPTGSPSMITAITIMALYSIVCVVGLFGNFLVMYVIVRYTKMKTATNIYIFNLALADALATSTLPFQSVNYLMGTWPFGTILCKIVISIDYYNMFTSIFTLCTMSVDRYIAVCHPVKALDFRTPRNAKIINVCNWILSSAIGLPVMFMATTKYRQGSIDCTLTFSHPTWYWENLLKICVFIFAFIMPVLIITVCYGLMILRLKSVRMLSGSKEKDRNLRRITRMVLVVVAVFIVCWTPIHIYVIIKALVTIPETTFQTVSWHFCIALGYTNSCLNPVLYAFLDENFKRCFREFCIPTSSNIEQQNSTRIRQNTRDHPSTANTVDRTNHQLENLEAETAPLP
Target sequence (P41143 whole entry, looked up): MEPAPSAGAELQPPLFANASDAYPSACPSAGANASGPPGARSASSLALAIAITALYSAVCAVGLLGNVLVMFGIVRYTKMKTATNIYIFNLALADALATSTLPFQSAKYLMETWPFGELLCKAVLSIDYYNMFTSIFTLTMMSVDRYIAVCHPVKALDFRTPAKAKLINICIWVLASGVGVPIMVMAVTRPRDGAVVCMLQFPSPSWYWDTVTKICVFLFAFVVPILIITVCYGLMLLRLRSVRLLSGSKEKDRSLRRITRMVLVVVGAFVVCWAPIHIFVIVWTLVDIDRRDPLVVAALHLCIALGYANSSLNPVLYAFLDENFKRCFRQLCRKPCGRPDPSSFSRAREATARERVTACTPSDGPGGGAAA
Wnt bcat act – Wnt/beta-catenin pathway activation; Wnt/beta-catenin reporter cell assay, activator, plate reader; 300,000 compounds, 1.2% hits; activation, % at 9.35 µM; in the data active = activation above about 30%, passing the limit was not always enough;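 note: 0% = neutral control wells and 100% = positive control wells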
DSG3 Ab inh – inhibitors of pemphigus antibody binding to human desmoglein-3. DSG3-coupled beads, scFv-anti-DSG3-GFP binding, flow cytometry; hits give low values. binding (percent of control), % at 10 µM. 310,000 compounds, 0.48% hits;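 active = binding more than 3 SD below its plate's average and above zero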;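 note: hits lower antibody fragment binding to DSG3; some compounds called inactive have numbers as strong as hits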
cardiac RTF act – increases calcium sensitivity of human cardiac regulated thin filaments; 340,000 compounds, 0.24% hits; activation, % at 7.2 µM; IANBD-labeled TnC RTF fluorescence at EC20 calcium; 0% EC20 calcium, 100% full calcium; AID 493008; P19429+P45379;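 active = activation above the mean over all tested compounds plus 3 SD, cut at about 30% in these data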;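 note: rise in fluorescence read as greater calcium sensitivity of cardiac thin filaments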
Keap1-Nrf2 PPI – disrupts human Keap1 binding to Nrf2 peptide | Q14145 | Keap1 Kelch-Nrf2 peptide fluorescence polarization, 1536-well | inhibition, % at 9.4 µM | 340,000 compounds, 0.15% hits; in the data active = inhibition above about 12%;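 note: human Keap1 Kelch domain with fluorescein labeled Nrf2 9mer peptide probe; 0% = neutral control wells and 100% = peptide positive control; higher means more block of Keap1 binding to Nrf2 peptide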
RTF Ca sens inh – cardiac RTF calcium desensitization. P19429+P45379. IANBD-labeled cardiac RTF, Ca2+ fluorescence. inhibition, % at 7.15 µM. 340,000 compounds, 0.12% hits. AID 493244;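 active = inhibition above the mean inhibition of all tested compounds plus 3 SD, cut at about 17% in these data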;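 note: assay run at fixed EC70 calcium of 1.6 mM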
Arrestin-AP2 inh – inhibitors of human beta-arrestin and AP2 interaction; FITC-arrestin peptide / GST-AP2 beads, flow cytometry; AP2 beta2 appendage carries R879A mutation; 340,000 compounds, 0.31% hits; AID 504490; inhibition, % at 10 µM;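 active = inhibition above a set limit, near 3 SD of compounds lacking own fluorescence, cut at about 54% in these data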;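 note: plate controls were DMSO wells for no effect and 5 µM unlabelled arrestin peptide for full effect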
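System: GST-AP2 R879A glutathione beads. Medium: PBS with 0.05% Tween 20 and 0.1% BSA. Also added: FITC-arrestin peptide, 50 nM. Incubation: 12 min plus 1 h, RT. Measured by: high-throughput flow cytometry of beads, ex 488, em 535 nm. Evaluation: percent drop in bead-associated FITC signal.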
V-ATPase pH – alters yeast V-ATPase proton transport; S. cerevisiae, pHLuorin cytosolic pH fluorescence; response, % at 10 µM; 350,000 compounds, 0.37% hits; AID 504577; in the data active = response mostly above about 7.3%, no sharp cut-off; inactive = mostly below about 5.4%; note: actives read high; inactives centre near 0; some compounds called inactive have numbers as strong as hits; reference of the scale not given here
MOR-DOR ag – OPRM1-OPRD1 heterodimerization agonism | P35372+P41143 | cells, luminescence | activation, % at 9.3 µM | 340,000 compounds, 0.3% hits | AID 504326; in the data active = activation above about 18%;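 note: 0% = vehicle-treated cells and 100% = reference agonist; values of inactives mirror those of a sister screen read the other way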
LANA DNA inh – inhibitors of KSHV LANA C-terminal domain DNA binding; 340,000 compounds, 0.078% hits; MBP-C-LANA/FAM-LBS DNA binding, fluorescence polarization; inhibition, % at 9 µM;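 active = highest replicate inhibition at or above 60% at 9 µM, even if other replicates fall short; inactive = all replicates below 60% inhibition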;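 note: 0% = neutral control wells and 100% = 4 µM acridine orange control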
Active calls of the source: *; x = not tested or not shown.

Values run as follows: OPRM1-OPRD1 inv	Wnt bcat act	DSG3 Ab inh	cardiac RTF act	Keap1-Nrf2 PPI	RTF Ca sens inh	Arrestin-AP2 inh	V-ATPase pH	MOR-DOR ag	LANA DNA inh
- CSc1ccc(/C=C(/NC(=O)c2ccccc2)C(=O)N2CCN(C)CC2)cc1
 : 11	-1	100	3	-6	-12	7	-2	-2.4	0.0
- CC(C)CN1C(=O)c2ccc(C(=O)Nc3ccccc3C(=O)O)cc2C1=O
 : 4	-2	99	5	-5	-7	-17	-3	-0.8	0.7
- O=C(NCc1ccccc1)c1c(O)c2cccc3c2n(c1=O)CCC3
 : 8	x	105	-4	-4	4	0	-1	-1.4	-0.7
- O=C(CSc1nc2ccccc2c(=O)n1-c1ccccc1)N1CCN(CCO)CC1
 : 13	x	x	-2	3	-7	-3	4	-2.1	-3.9
- CCOc1ccc(S(=O)(=O)Nc2cccc(C)c2)c2cccnc12
 : -7	0	100	4	1	1	18	-1	1.2	-0.7
- CS(=O)(=O)N(CCc1ccccc1)CC(=O)NCc1ccccc1Cl
 : 13	-1	99	3	0	0	-27	-2	-2.5	-0.7
- COc1cc(CC(=O)N2CCc3ccccc32)cc(OC)c1OC
 : -8	x	x	10	-7	0	-6	8	1.4	-0.5
- Cc1ccc(-n2nc(C)c(C(C)(O)C(F)(F)F)c2N)cc1 (centres undefined)
 : -2	x	103	3	-1	5	1	1	0.4	0.2
- Cc1nn(C)c(NC(=O)c2ccccc2Cl)c1Br
 : 13	0	96	-2	-4	-6	-6	6	-2.9	-1.3
- Cc1ccc(-n2c(O)c(C=Nc3ccccc3-c3n[nH]c(=S)[nH]c3=O)c3ccccc3c2=O)cc1C
 : -7	0	97	-1	-3	0	13	8	1.3	-1.9
- CCN(CC)S(=O)(=O)c1ccc(NC(=O)COc2nc3ccccc3nc2N2CCOCC2)cc1
 : 2	x	127	6	1	3	36	1	-0.3	3.6
- CCCCN(C(=O)c1cccc(S(=O)(=O)N2CC(C)OC(C)C2)c1)c1c(N)n(CC(C)C)c(=O)[nH]c1=O (centres undefined)
 : 14	2	99	0	2	-6	2	4	-2.8	-1.0
- CCOC(=O)c1sc(NC(=O)CSc2n[nH]c(CC)n2)nc1C
 : 2	0	98	8	-3	1	14	-1	-0.5	0.1
- O=C(CN1C(=O)c2cccc3cccc(c23)C1=O)NCCN1CCOCC1
 : 7	0	102	2	2	-10	9	2	-1.4	-0.8
- Cc1nc2c(oc3ccccc32)c(=O)o1
 : 10	x	96	-2	1	7	5	1	-1.9	2.4
- C[C@H](NC(=O)c1ccco1)C(=O)N1CCCC1
 : -11	-1	x	-3	-6	-1	-1	1	1.4	-0.8
- NS(=O)(=O)c1ccc(CCNC(=O)CSCc2ccccc2)cc1
 : 1	-1	109	4	-3	3	1	-1	-0.1	-0.2
- Cc1ccc(OCC(=O)O/N=C(\N)c2ccncc2)cc1C
 : 0	7	x	-10	4	6	23	-1	0.0	-0.1
- Nc1nc(N2CCN(c3cccc(Cl)c3)CC2)n[nH]1
 : 2	-1	95	5	-5	-11	10	4	-0.5	2.6
- CSC(=NS(=O)(=O)c1ccc(C)cc1)SC
 : 15	0	101	5	-2	1	-3	1	-2.6	1.5

An excerpt from above in order of their number in LANA DNA inh, descending:
Compound | LANA DNA inh
NS(=O)(=O)c1ccc(CCNC(=O)CSCc2ccccc2)cc1 | -0.2
Cc1nn(C)c(NC(=O)c2ccccc2Cl)c1Br | -1.3
Cc1ccc(-n2c(O)c(C=Nc3ccccc3-c3n[nH]c(=S)[nH]c3=O)c3ccccc3c2=O)cc1C | -1.9

New compounds follow
Values run as follows: OPRM1-OPRD1 inv	Wnt bcat act	DSG3 Ab inh	cardiac RTF act	Keap1-Nrf2 PPI	RTF Ca sens inh	Arrestin-AP2 inh	V-ATPase pH	MOR-DOR ag	LANA DNA inh
- COc1cc(OC)c(OC)cc1/C=C(\C#N)C(=O)NCc1cccs1
 : 18	1	101	5	-3	1	14	3	-3.4	1.6
- Cc1cc(N2CCCC(C(=O)Nc3cccc(Cl)c3)C2)n2ncnc2n1 (centres undefined)
 : 11	1	105	-6	-10	4	9	2	-2.2	-0.1
- Cc1ccc(C(=O)OCC(=O)NC2CC2)s1
 : 13	-2	91	1	1	5	-8	-1	-2.5	1.3
- CCOc1ccc(OCC)c(NC(=O)C2CCN(S(=O)(=O)c3c(C)noc3C)CC2)c1
 : 14	x	98	-6	4	-13	14	0	-2.8	0.8
- O=C(NCc1ccccc1Cl)C1CCC(=O)N(C2CCCC2)C1 (centres undefined)
 : 6	0	96	0	-4	11	6	0	-1.3	0.1
- COCCN(CC(=O)NCC1CCCO1)C(=O)CCC(=O)Nc1cc(C)ccn1 (centres undefined)
 : 6	x	104	-2	-3	-1	11	-7	-1.1	-0.1
- Cc1cccnc1NC(=O)Cn1nc([N+](=O)[O-])cc1C
 : 7	2	96	-4	-1	4	8	1	-1.2	0.3
- CSCCC(NS(=O)(=O)c1ccc(Cl)cc1)C(=O)OCC(=O)NC1CCCCC1 (centres undefined)
 : -4	x	x	-5	1	-12	-5	2	0.7	1.5
- COc1ccc(C(NC(=O)C(C)C)c2c(O)ccc3ccccc23)cc1OC (centres undefined)
 : 14	1	101	9	3	-5	10	2	-2.6	-1.5
- COC1C(O)C(O)C(O)C(O)C1O (centres undefined)
 : 15	-1	98	-2	-1	-1	-2	3	-2.9	3.6
- CC(C)C(NS(=O)(=O)c1cccc2nsnc12)C(=O)NCc1ccc2c(c1)OCO2 (centres undefined)
 : 12	-2	100	1	0	-5	-10	2	-2.0	-1.1
- Cc1cc(C)cc(OCC(=O)OCC(=O)NCc2ccco2)c1
 : 18	0	97	3	-2	7	1	-1	-3.1	-0.1
- Cc1cc(C)cc(NC(=O)OCCN2CCN(Cc3ccccc3)CCC2=O)c1
 : -6	-3	107	-6	1	-5	19	14	1.1	0.4
- Cc1ccc(C(=O)O)cc1-c1ccc(/C=C2\SC(=O)N(CC(=O)Nc3ccccc3)C2=O)o1
 : 4	-10	99	4	1	2	-7	-5	-0.9	8.3
- O=C(c1cccs1)N1CCN(c2ncccn2)CC1
 : 14	x	99	-9	3	2	15	-1	-2.3	0.1
- FC(F)Sc1ccc(NC(=S)NCC2CCCCC2)cc1
 : -24	8	109	1	2	-14	-1	-3	4.6	0.1
- CCCCN(C(=O)c1cc(-c2ccc(F)cc2)nc2ccccc12)c1c(N)n(CCCC)c(=O)[nH]c1=O
 : 16	-5	99	0	2	-1	5	2	-3.0	-0.8
- COc1ccc(C(C)=O)cc1CN(C)C
 : 5	3	x	-2	-6	11	1	6	-0.9	x
- O=P(O)(O)c1cc(-c2ccccc2)oc1-c1ccccc1
 : 12	-2	98	0	3	0	-5	0	-2.4	1.5
- CCn1cc(C(=O)NCc2ccc(C)cc2)c(=O)c2cc(S(=O)(=O)N(C)C)ccc21
 : 11	-4	91	3	-6	1	-4	-2	-1.8	0.4
- Cc1ccc(C2CCN(C(=S)Nc3cccc(Cl)c3)C2)cc1 (centres undefined)
 : -22	1	93	-3	-5	-20	12	0	4.3	-0.2
- COc1ccc(N2CCN(C(=O)c3cc(=O)c4cc(C)cc(C)c4o3)CC2)cc1
 : -1	1	99	-3	-3	-12	5	2	0.2	2.0
- Cn1c(-c2ccccc2)c[n+]2c1CCCCC2
 : -7	0	x	8	-2	-1	16	3	1.5	-0.1
- Cc1cc(C(=O)NC(C)c2ccncc2)cs1 (centres undefined)
 : 5	x	101	-6	0	-5	24	-2	-0.9	1.1
- Nc1ccc(C(=O)N/N=C/c2cccc(Oc3ccccc3)c2)cc1
 : 14	0	109	5	4	-8	-21	-2	-2.4	-1.0
- CCOc1ccc(/C=N/NC(N)=S)cc1
 : -18	-1	110	0	1	4	-1	0	3.6	-0.7
- Cc1ccc(CCNC(=O)C(C)n2nc(C)c3c(C)n(-c4ccccc4)nc3c2=O)cc1 (centres undefined)
 : 14	-4	90	-1	2	3	5	-1	-2.8	1.9
- CC(C)(C)c1ccc(-c2nnc3sc(-c4ccncc4)nn23)cc1
 : -6	x	100	-3	1	1	-1	-2	1.2	-0.4
- COc1ccccc1NC(=O)c1sc2ncn(CC(=O)Nc3ccccc3)c(=O)c2c1C
 : -16	1	x	0	-7	-7	20	-3	2.2	-0.3
- COc1ccc(C2=NN(CC(=O)Nc3cc(C)ccc3C)C(=O)CC2)cc1
 : 6	4	98	3	-1	-19	36	1	-1.1	-3.2
- CC(=O)Nc1ccc(N2C(=O)CC(N3CCN(Cc4ccc5c(c4)OCO5)CC3)C2=O)cc1 (centres undefined)
 : 11	x	108	0	-3	-1	2	-2	-2.6	-0.1
- O=C(O)c1cccc(-c2ccc(/C=N/NC(=O)c3cccnc3)o2)c1
 : 2	x	116	-1	0	-10	12	7	-0.4	3.2
- CCC12OC(=N)C(C#N)(C1C)C(C#N)(C#N)C(c1ccccc1)O2 (centres undefined)
 : 10	-1	127	17	0	-8	0	4	-1.8	2.7
- COc1cccc(-c2c(C(=O)N/N=C(\C)c3ccncc3)nnn2-c2nonc2N)c1
 : 7	-3	97	0	3	1	33	1	-1.3	-0.7
- CCSc1nnc(NC(=O)C2CCCN(S(=O)(=O)c3cnc[nH]3)C2)s1 (centres undefined)
 : -1	-2	108	4	-2	-3	-5	0	0.2	2.0
- Cc1sc(NC(=S)NC(=O)CCc2ccccc2)c(C(N)=O)c1C
 : 19	-30	125	1	3	3	-5	-1	-3.4	0.2
- CCc1cc(C(=O)OC)c(NC(=O)C2CC(=O)NN2Cc2ccccc2)s1 (centres undefined)
 : 4	x	101	4	7	-8	-5	-2	-0.7	-0.1
- Cc1cccn2cc(-c3ccc(S(=O)(=O)N4CCOCC4)cc3)nc12
 : -7	x	99	-4	1	-4	0	1	1.5	0.3
- O=C(CCC(=O)c1cccs1)c1cccs1
 : 1	14	x	6	-4	-8	1	-14	-0.2	0.5
- CCc1ccc(OC(C)C(=O)Nc2ccc(S(=O)(=O)Nc3nccs3)cc2)cc1 (centres undefined)
 : -16	0	109	14	-7	-3	-6	2	2.8	0.5
- CCOC(=O)c1cc2sccc2n1CC(=O)Nc1ccc(OC)c(OC)c1
 : -1	0	102	3	1	-9	-3	-1	0.1	-0.2
- CCCc1ccc(OCC(O)CN2CCCC2)cc1 (centres undefined)
 : 18	2	111	2	-11	-7	-6	-7	-3.4	1.7
- COc1ccc(-n2nc(C(=O)Nc3ccc4c(c3)OCO4)c3ccccc3c2=O)c(OC)c1
 : 5	x	116	0	-5	0	6	-5	-1.1	-1.1
- CCN(CC)S(=O)(=O)c1ccc(OC)c(NC(=O)CCc2c(C)noc2C)c1
 : 9	2	87	4	2	-10	-1	1	-2.2	0.2
- COc1cc(CNC2CCCc3ccccc32)cc(OC)c1OC (centres undefined)
 : 2	-1	83	-4	5	-4	-7	0	-0.5	-1.7
- CC1CCCN(CCCN2C(=O)C3C(C(=O)Nc4ccc(Cl)cc4)C4C=CC3(O4)C2C(=O)NC2CCCCC2)C1 (centres undefined)
 : -55	0	108	-7	-1	-8	14	-5	10	0.7
- COc1ccc(CNC(=O)c2ccc3c(c2)N(C)C(=O)CS3=O)cc1 (centres undefined)
 : 13	3	109	-3	-6	-15	4	-1	-2.5	1.0
